Salmonella PhoP GFP: PhoP regulon inhibitors, Salmonella typhi PhoP promoter GFP reporter, confirmatory (AID 1850). Salmonella Typhi PhoP-promoter GFP reporter, fluorescence, 4 h; higher % means a stronger effect. one-dose inhibition, % at 50 µM; IC50 in µM for titrated hits. 310,000 compounds, 0.33% hits; in the data active means a potency from the dose series; inconclusive means inhibition mostly from about 25% at the one dose, without a potency; inactive means the rest, 99 in 100 with inhibition below about 19%;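 further: 0% = induced wells with vehicle and 100% = uninduced wells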
M. tuberculosis HTS: M. tuberculosis growth inhibition, HTS (AID 449762); M. tuberculosis H37Rv growth inhibition, 7H9 media; higher % means a stronger effect; inhibition, % at 25 µM, or IC50 in µM where a hit was titrated; 330,000 compounds, 0.59% hits; in the data active means a potency from the dose series; inconclusive means inhibition above about 70% without an active follow-up result;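 further: bacterial growth assessed after seven days of incubation; strong numbers were not always called active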
influenza NS1A: NS1A inhibition, H1N1 influenza, cell based functional assay (AID 504329). one-dose inhibition, % at 12.5 µM; IC50 in µM for titrated hits. NS1A functional cell-based assay, percent inhibition; higher % means a stronger effect. 340,000 compounds, 0.3% hits; in the data active means a potency from the dose series; inconclusive means inhibition above about 27% without an active follow-up result; further: strong numbers were not always called active
VEEV TC-83 Vero: inhibitors of VEEV TC-83 cytopathic effect, confirmation, Vero cells (AID 588727). Vero cells, VEEV TC-83 cytopathic effect inhibition; higher % means a stronger effect. inhibition, % at 20 µM, or IC50 in µM where a hit was titrated. 350,000 compounds, 0.13% hits; in the data active means a potency from the dose series; inconclusive means inhibition mostly from about 14% at the one dose, without a potency; inactive means the rest, 99 in 100 with inhibition below about 12%; further: strong numbers were not always called active
M. tuberculosis: growth inhibition of non-replicating M. tuberculosis (AID 488890); Mycobacterium tuberculosis non-replicating, growth inhibition; higher % means a stronger effect; one-dose inhibition, % at 25 µM; IC50 in µM for titrated hits; 320,000 compounds, 0.39% hits; in the data active means a potency from the dose series; inconclusive means inhibition mostly from about 82% at the one dose, without a potency; inactive means the rest, 99 in 100 with inhibition below about 76%;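 further: plate controls were DMSO cells for no effect and high antibiotic wells for full effect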
VEEV TC-83 Vero 10K pilot screen: further read-out of VEEV TC-83 Vero, marked with its call; inhibition, %; measured here: 10K pilot screen inhibition
The depositor's hits bear a star; i = inactive; u = inconclusive; x = not tested or not shown.

SMILES	Salmonella PhoP GFP	M. tuberculosis HTS	influenza NS1A	VEEV TC-83 Vero	M. tuberculosis	others
Cc1cc(N)n2ncc(-c3ccccc3)c2n1	-6%	-12%	7%	1.3%	-1%
CN(Cc1ccccc1)C(=O)c1ccc(NC(=O)Cc2ccc(NC(=O)C3CCCN(S(=O)(=O)c4cccc([N+](=O)[O-])c4)C3)cc2)cc1 (stereo unspecified)	x	x	2%	i	x
COc1ccc(CCn2c(N3CCN(Cc4ccccc4)CC3)nc3c2c(=O)[nH]c(=O)n3C)cc1	2%	3%	0%	i	x
C/C(=N\Nc1nncc2ccccc12)c1ccc(O)cc1	-23%	13%	-2%	0.1%	-12%
O=C(c1cc2ccccc2oc1=O)N1CCCN(C(=O)c2cc3ccccc3oc2=O)CC1	x	x	-9%	0.9%	x
CN1/C(=C\C=N\NC(=O)c2ccc(O)cc2)C(C)(C)c2ccccc21	1%	-1%	22%	i	-14%	VEEV TC-83 Vero 10K pilot screen=2.5
Cc1ccc(S(=O)(=O)N2CCN(C(=O)c3cc4c(C)nn(-c5ccccc5)c4s3)CC2)cc1	-2%	x	8%	i	x
Cc1nn(CC(=O)Nc2ccc(Cl)cn2)c(C)c1[N+](=O)[O-]	3%	-8%	10%	0.2%	-4%
O=C1/C(=C/c2cccs2)SC(=S)N1c1cccc(O)c1	6%	-6%	23%	i	20%
CCOC(=O)N1CCC(NC(=O)c2cc(C(=O)Nc3ccc(S(=O)(=O)N4CCCCC4)cc3)ccc2CO)CC1	-8%	5%	-7%	2.1%	14%
CCCOc1cc(C)c(S(=O)(=O)NCc2cccs2)cc1C	x	-14%	-3%	2.3%	x
CCCCn1c(N)c(N(CCOC)C(=O)c2c(C)noc2C)c(=O)[nH]c1=O	4%	2%	-16%	1.2%	9%
CC(C)OC(=O)c1cc(C(=O)c2cc(Br)ccc2O)coc1=N	-2%	-2%	4%	1.8%	x
Cc1ccccc1C(=O)Nc1ccccc1C(=O)NCc1ccccc1	-3%	7%	3%	9.2%	22%
Cc1ccccc1NC(=O)NNC(=O)COc1ccc2ccccc2c1	-7%	-6%	-8%	0.9%	17%
O=C1/C(=C\c2ccco2)SC(=S)N1Cc1ccccc1	3%	6%	12%	6.2%	-2%
C[C@H](NC(=O)c1nc[nH]c1C(=O)N[C@@H](C)C(=O)OC(C)(C)C)C(=O)OCc1ccccc1	1%	3%	-8%	0.8%	74%
Cc1c(C)n2c(SCC(=O)N3CCCCC3)nnc2[nH]c1=O	0%	-4%	-17%	2.5%	-13%
Cc1csc(SCC(=O)NCc2ccccc2Cl)n1	-17%	9%	2%	0.2%	36%
CC(C)NC(=S)N/N=C/c1ccc2c(c1)OCCO2	-7%	-1%	4%	1.4%	48%
COc1cc(NC(=O)c2cccnc2)c(Cl)cc1NC(=O)c1ccc(Cl)cc1	-2%	-8%	-7%	0.3%	-2%
O=C(NCc1ccccn1)c1ccc(CNS(=O)(=O)c2cccc(C(F)(F)F)c2)cc1	7%	0%	-3%	0.5%	-2%
O=C(CSc1nnc2ccc(-c3ccccn3)nn12)Nc1ccccc1	-2%	-9%	-6%	8.1%	-8%
CCCOc1ccc(-c2c(=O)n(O)c3ccccc3[n+]2[O-])cc1	-3%	5%	-12%	1.1%	65%
O=C(NC1CCCCC1)C1CCCN1S(=O)(=O)c1ccc(F)cc1 (stereo unspecified)	-4%	5%	6%	0.9%	-2%

Molecules listed so far that contain a halogen, in the order listed:
SMILES	Salmonella PhoP GFP	M. tuberculosis HTS	influenza NS1A	VEEV TC-83 Vero	M. tuberculosis	others
Cc1nn(CC(=O)Nc2ccc(Cl)cn2)c(C)c1[N+](=O)[O-]	3%	-8%	10%	0.2%	-4%
CC(C)OC(=O)c1cc(C(=O)c2cc(Br)ccc2O)coc1=N	-2%	-2%	4%	1.8%	x
Cc1csc(SCC(=O)NCc2ccccc2Cl)n1	-17%	9%	2%	0.2%	36%
COc1cc(NC(=O)c2cccnc2)c(Cl)cc1NC(=O)c1ccc(Cl)cc1	-2%	-8%	-7%	0.3%	-2%
O=C(NCc1ccccn1)c1ccc(CNS(=O)(=O)c2cccc(C(F)(F)F)c2)cc1	7%	0%	-3%	0.5%	-2%
O=C(NC1CCCCC1)C1CCCN1S(=O)(=O)c1ccc(F)cc1 (stereo unspecified)	-4%	5%	6%	0.9%	-2%

New compounds follow
SMILES	Salmonella PhoP GFP	M. tuberculosis HTS	influenza NS1A	VEEV TC-83 Vero	M. tuberculosis	others
CCOC(=O)c1c(NC(=O)c2cccc(N3C(=O)CCC3=O)c2)sc(C)c1C	-2%	-5%	-7%	5.8%	-4%
COc1ccc(N2CCN(C(=O)c3cccc(NC4=NC5CS(=O)(=O)CC5S4)c3)CC2)cc1 (stereo unspecified)	-1%	6%	10%	i	-7%
Cc1nc2sc(C(c3ccccc3)N3CCOCC3)c(O)n2n1 (stereo unspecified)	-5%	3%	-8%	1.0%	-4%
CC(C)Cc1nnc(NC(=O)CN2C(=O)c3ccccc3C2=O)s1	8%	-6%	3%	i	7%
CS(=O)(=O)c1ccc(Cl)c(NC(=O)CSC(=S)N2CCCC2)c1	-5%	-6%	7%	0.5%	-9%
Cc1ccc(N(C(C)C(=O)Nc2cc(Cl)ccc2Oc2ccccc2)S(C)(=O)=O)cc1 (stereo unspecified)	-4%	21%	-10%	i	-4%
O=C1OCCN1C(=O)[C@H]1[C@H](c2ccc([N+](=O)[O-])cc2)C(c2cccc(Cl)c2)=NN1c1ccc(Br)cc1	x	x	-8%	2.4%	x
COc1ccc(OCCCN2CCCCCC2)cc1	3%	-5%	16%	i	33%
Cc1cc(=O)oc2c3c(cc(OCC(=O)Nc4cccnc4)c12)OC(C)(C)CC3	-2%	0%	-2%	i	-2%
Cc1ccc(-c2ccccc2)n1-c1cccc(C(=O)O)c1	-5%	0%	0%	i	45%
COc1ccc(C(=O)N/C(=C\c2cn(S(=O)(=O)N(C)C)c3ccccc23)C(=O)N2CCN(C)CC2)cc1	-4%	7%	2%	1.2%	6%
O=C(O)CN1C(=O)C(=O)N(Cc2cccc(F)c2)C1=O	-17%	11%	-3%	0.9%	-6%
O=c1ccn(Cc2ccccc2Cl)cc1	-9%	-11%	-1%	i	-3%
CN(CC(=O)NCc1ccccn1)S(=O)(=O)c1ccccc1	-1%	-13%	-10%	1.3%	-6%
CC(C)(C)n1nnnc1C(c1cccc(C#N)c1)N1CCCCCC1 (stereo unspecified)	2%	-10%	-12%	i	22%
COCCN(C(=O)CSc1nnc(-c2cccc(C)c2)n1C)c1c(N)n(Cc2ccccc2)c(=O)[nH]c1=O	-4%	5%	4%	0.4%	4%
Cc1ccc(C)c(N2CCN(c3ccc([N+](=O)[O-])cn3)CC2)c1	-1%	2%	5%	1.2%	13%
CCCCCC(=O)N/N=C/c1cc(Br)c(O)c(OC)c1	4%	-2%	-9%	0.3%	-8%
Cc1cccc2nc(-c3ccco3)c(Nc3ccc4c(c3)OCO4)n12	-9%	-2%	5%	6.0%	41%
COc1ccc([C@H]2CC(=O)C=C(c3cccc(NC(C)=O)c3)C2)cc1	x	14%	9%	1.0%	4%
O=C(CN1C(=O)NC2(CCCC2)C1=O)NCc1ccc(F)cc1	x	-3%	-6%	1.6%	7%
CCn1c(=O)c2c(nc3n2CCCN3CCc2ccccc2)n(C)c1=O	-1%	6%	11%	7.2%	23%
COc1ccc(C(=O)NCC(=O)Nc2ccccc2)cc1OC	-4%	4%	-19%	0.8%	6%
C=CCNC(=O)N1CCCC(C(=O)c2cccc(OC(C)C)c2)C1 (stereo unspecified)	-4%	5%	0%	i	-3%
Fc1ccc(/C=C\c2nccc3c2[nH]c2ccccc23)cc1	6%	4%	-10%	11%	45%

Entries above with a thiophene ring, fused or not (four):
SMILES	Salmonella PhoP GFP	M. tuberculosis HTS	influenza NS1A	VEEV TC-83 Vero	M. tuberculosis	others
Cc1ccc(S(=O)(=O)N2CCN(C(=O)c3cc4c(C)nn(-c5ccccc5)c4s3)CC2)cc1	-2%	x	8%	i	x
O=C1/C(=C/c2cccs2)SC(=S)N1c1cccc(O)c1	6%	-6%	23%	i	20%
CCCOc1cc(C)c(S(=O)(=O)NCc2cccs2)cc1C	x	-14%	-3%	2.3%	x
CCOC(=O)c1c(NC(=O)c2cccc(N3C(=O)CCC3=O)c2)sc(C)c1C	-2%	-5%	-7%	5.8%	-4%

Following part:
SMILES	Salmonella PhoP GFP	M. tuberculosis HTS	influenza NS1A	VEEV TC-83 Vero	M. tuberculosis	others
CSCCC(NC(=O)c1ccco1)C(=O)OCC(=O)Nc1ncc(Cl)c(C)c1Cl (stereo unspecified)	17%	-5%	2%	1.1%	-1%
CC(C)(C)c1ccc(/C=N/NC(=O)c2ccccn2)cc1	-2%	u	12%	5.0%	79%
COc1ccc(OCC(=O)NNC(=O)c2cccc(S(=O)(=O)N(C)C)c2)cc1	0%	1%	5%	i	5%	VEEV TC-83 Vero 10K pilot screen=3.2
CCN1CCN(CCOc2ccccc2OCc2ccccc2)CC1	6%	4%	-2%	i	19%
COc1ccc([N+](=O)[O-])cc1NC(=O)C(C)Sc1ccc(C)cc1 (stereo unspecified)	-7%	5%	0%	i	-16%
COc1ccccc1CCN1CCCC(CN(C)Cc2ccc(OCCO)cc2)C1 (stereo unspecified)	4%	-6%	2%	0.2%	7%
O=C(Cc1ccc(S(=O)(=O)N2CCCC2)s1)N1CCN(c2ccccc2)CC1	1%	-1%	1%	i	25%
O=C(OCc1ccc([N+](=O)[O-])cc1)c1ccccn1	3%	44%	-1%	1.4%	76%
COc1ccccc1N1CCN(Cc2ccc(OC)c(OC)c2OC)CC1	6%	-5%	0%	1.0%	10%
Fc1ccccc1CSc1ccc(-c2ccco2)nn1	133µM*	1%	8%	0.7%	72%
COc1ccc(NC(=O)CN(C)CC(=O)Nc2cccc(F)c2)cc1S(=O)(=O)N1CCCCC1	x	x	0%	3.4%	x
C[C@@H]1COC(=O)[C@@H](Cc2ccc(F)cc2)C/C=C\C[C@H](CC(=O)N(CCO)Cc2ccccc2)C(=O)N1	x	-1%	-8%	i	36%
O=C(O)c1ccc(-c2noc(-c3ccc(F)cc3)n2)cc1	-8%	59%	0%	0.4%	31%	VEEV TC-83 Vero 10K pilot screen=1.3
c1ccc(C2=Nc3ccccc3NC(c3ccccc3)C2)cc1 (stereo unspecified)	3%	9%	-1%	1.4%	38%
CCN(C(=O)CSc1nc2ccc(OC)cc2[nH]1)c1c(N)n(Cc2ccccc2)c(=O)[nH]c1=O	-3%	-8%	-5%	0.5%	-1%
CCc1nc2oc(C(=O)c3ccccc3)c(N)c2c2c1COC(C)(C)C2	4%	0%	-15%	i	-8%
COc1ccc(/C=N/Nc2cc(N3CCOCC3)nc(C)n2)c(OC)c1	1%	-3%	7%	7.3%	29%
O=C(Nc1ccc2c(c1)OCO2)C1CCN(C(=O)c2ccc([N+](=O)[O-])cc2)CC1	-4%	-11%	11%	0.1%	-13%	VEEV TC-83 Vero 10K pilot screen=0.9
CC(C)=NOc1nc(N2CCOCC2)nc(N2CCOCC2)n1	3%	-3%	x	0.5%	1%
Cc1nc2ccccc2c(=O)n1NCc1cccs1	-13%	3%	-16%	i	10%
COc1cccc(C(=O)NCCCc2ccccc2)c1OC	x	x	-9%	i	x
Cc1scc(C(=O)NNC(=S)NCc2ccccc2)c1C	-6%	5%	4%	0.6%	-4%
O=C(CN1CCOCC1)Nc1ccccc1F	-4%	2%	-13%	i	-3%
Cc1ccc(OCC(=O)NNC(=O)C(=O)NC(C)(C)C)cc1	4%	0%	-10%	i	34%
Cc1ccc2nc(SCC(=O)N3CCC(Cc4ccccc4)CC3)nc(=O)n2c1	6%	47%	-7%	8.9%	15%
COc1ccccc1NC(=O)OC(C)c1ccc(Cl)cc1 (stereo unspecified)	12%	6%	2%	2.6%	16%

Structures from the list above that contain a COOH group:
SMILES	Salmonella PhoP GFP	M. tuberculosis HTS	influenza NS1A	VEEV TC-83 Vero	M. tuberculosis	others
Cc1ccc(-c2ccccc2)n1-c1cccc(C(=O)O)c1	-5%	0%	0%	i	45%
O=C(O)CN1C(=O)C(=O)N(Cc2cccc(F)c2)C1=O	-17%	11%	-3%	0.9%	-6%
O=C(O)c1ccc(-c2noc(-c3ccc(F)cc3)n2)cc1	-8%	59%	0%	0.4%	31%	VEEV TC-83 Vero 10K pilot screen=1.3

From PubChem BioAssay
